D1 antagonist: Antagonist of Human D 1 Dopamine Receptor: qHTS | D(1A) dopamine receptor (Homo sapiens), P21728 | HEK293 TREx D1 cells, calcium flux, dopamine EC80; active compounds read low | activity change, negative = inhibition, % at 10 µM | 3.2% of 360,000 active | AID 504652, 2011; in the data active means activity change below about -30%; further: on the % scale 0 is the no-effect control and ±100 the full control effect
Target sequence (P21728 whole entry, looked up): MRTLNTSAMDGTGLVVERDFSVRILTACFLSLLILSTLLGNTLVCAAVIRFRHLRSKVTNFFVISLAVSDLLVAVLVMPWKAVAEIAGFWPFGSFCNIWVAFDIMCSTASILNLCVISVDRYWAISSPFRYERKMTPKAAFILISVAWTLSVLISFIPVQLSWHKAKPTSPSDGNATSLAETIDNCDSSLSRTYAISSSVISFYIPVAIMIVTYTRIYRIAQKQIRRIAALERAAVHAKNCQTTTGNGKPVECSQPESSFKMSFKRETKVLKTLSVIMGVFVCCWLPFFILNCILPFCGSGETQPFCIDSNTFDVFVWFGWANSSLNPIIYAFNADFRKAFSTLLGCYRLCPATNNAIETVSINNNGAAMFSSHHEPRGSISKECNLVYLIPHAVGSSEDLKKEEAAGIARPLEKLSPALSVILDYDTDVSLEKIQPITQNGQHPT
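Inducible Hek293 Trex D1 cells (tetracycline, overnight, 30 C). Calcium dye 30–90 min RT. Antagonist mode: EC80 dopamine added after 180 s compound read.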
D1 potentiator: Potentiators of Human D1 Dopamine Receptor: qHTS. 0.036% of 360,000 active. potentiation, % at 10 µM. HEK293 TREx D1 cells, calcium flux, dopamine EC20 potentiation; in the data active means potentiation above about 30%; further: 0% is about no effect
TRHR enhancer: qHTS for Small Molecule Agonists and Allosteric Enhancers of Human TRH Receptor: Primary Screen for Enhancers. Thyrotropin-releasing hormone receptor (Homo sapiens), P34981. TRHR cells, fluo-8 calcium fluorescence, EC20 TRH enhancement. enhancement, % at 2 µM. 0.66% of 360,000 active; in the data active means enhancement above about 30%; further: 0% is about no effect
Target sequence (P34981 whole entry, looked up): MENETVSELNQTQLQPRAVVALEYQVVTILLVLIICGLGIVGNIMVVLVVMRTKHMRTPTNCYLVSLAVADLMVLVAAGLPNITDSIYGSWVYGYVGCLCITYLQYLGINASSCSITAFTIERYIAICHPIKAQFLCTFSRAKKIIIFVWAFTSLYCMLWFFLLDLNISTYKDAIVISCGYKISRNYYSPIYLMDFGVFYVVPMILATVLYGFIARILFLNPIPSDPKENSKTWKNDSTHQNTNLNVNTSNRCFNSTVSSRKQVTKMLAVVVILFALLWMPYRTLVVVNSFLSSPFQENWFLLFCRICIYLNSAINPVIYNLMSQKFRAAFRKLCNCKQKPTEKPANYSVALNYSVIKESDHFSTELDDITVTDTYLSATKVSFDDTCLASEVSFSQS
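Enhancer read-out: after compound pinning and an initial kinetic agonist-mode read, an EC20 of TRH (10 nM final) was injected and fluo-8 calcium signal (Ex 480/Em 530) followed at 1 s/cycle for 100 cycles in TRHR-expressing cells.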
D1 agonist: Allosteric Agonists of the Human D1 Dopamine Receptor: qHTS; D(1A) dopamine receptor (Homo sapiens), P21728; HEK293 T-REx D1 cells, calcium flux, agonist mode; activation, % at 2 µM; 1% of 360,000 active; AID 504660, 2011; further: 0% is about no effect
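Tetracycline-induced HEK293 TREx D1 cells, force-coupled to calcium signalling, were dye-loaded with a no-wash calcium kit. Compound was pin-added after a 10 s baseline. Fluorescence was read kinetically at 1 cycle/s for 180 s, with calcium rises flagged as agonism.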
D2 potentiator: HTS Assay for Positive Allosteric Modulators of the Human D2 Dopamine Receptor: Primary Screen for Potentiators; HEK293 T-REx D2, calcium flux, EC20 dopamine potentiation; potentiation, % at 10 µM; 0.34% of 340,000 active; AID 485347, 2010; D(2) dopamine receptor (Homo sapiens), P14416;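 active means potentiation over 3 SD above the plate norm, cut at about 30% in these data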; further: 0% is about no effect
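Calcium flux readout, no-wash dye, 1 read/s. Inducible HEK293 Trex D2 line, overnight 30 C. Compound alone 180 s (agonist flags), then EC20 dopamine, another 180 s to score potentiation.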
TRHR ag: qHTS for Small Molecule Agonists and Allosteric Enhancers of Human TRH Receptor: Primary Screen for Agonists. Thyrotropin-releasing hormone receptor (Homo sapiens), P34981. TRHR cells, calcium flux fluo-8, FDSS agonist mode. activation, % at 2 µM. 0.18% of 360,000 active. AID 493084, 2011; further: 0% is about no effect
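Steps: seed TRHR cells overnight; add fluo-8 no-wash Ca dye, RT 30 min–1.5 h; record 10 s baseline; pin-transfer compounds; monitor fluorescence 1 cycle/s for the agonist window. Calcium increases flag candidate agonists.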
D2 ag: HTS Assay for Allosteric Agonists of the Human D2 Dopamine Receptor: Primary Screen for Agonists; D(2) dopamine receptor (Homo sapiens), P14416; HEK293 T-REx D2 cells, calcium flux agonist mode; activation, % at 2 µM; 0.53% of 340,000 active;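 active means activation over 3 SD above normal in the single-dose calcium agonist read, cut at about 30% in these data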; further: 0% is about no effect
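HEK293 Trex D2 cells, tetracycline-induced, o/n 30 C 5% CO2; no-wash Ca dye, RT 30–90 min; 10-cycle baseline, 23 nl cpd added, kinetic Ca read 180 s; agonist hits = positive Ca response.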
RXFP1 antagonist: qHTS Assay for Antagonists of the Relaxin Receptor RXFP1 | AID 1259400, 2018 | Relaxin receptor 1 (Homo sapiens), Q9HBX9 | HEK293-RXFP1, relaxin-stimulated cAMP HTRF, 30 min; active compounds read low | 0.59% of 350,000 active | activity change, negative = inhibition, % at 57.5 µM;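 active means activity change of -60% or lower, but not beyond a set lower limit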; further: on the % scale 0 is the no-effect control and ±100 the full control effect
D2 antagonist: HTS Assay for Allosteric Antagonists of the Human D2 Dopamine Receptor: Primary Screen for Antagonists; D(2) dopamine receptor (Homo sapiens), P14416; HEK293 TREx D2 cells, calcium flux, dopamine EC80; inhibition, % at 10 µM; 2% of 340,000 active; AID 485344, 2010; in the data active means inhibition above about 30%; further: 0% is about no effect
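Calcium mobilization kinetics were recorded at 1 s intervals in tetracycline-induced HEK293 T-REx D2 cells, first for 180 s after compound addition and then 180 s after EC80 dopamine.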
Numbers without * were called inactive; x = not tested or not shown. Unless noted, no stated cut-off is given here; in the data, active means activation above about 30%; inactive means the rest.

SMILES	D1 antagonist	D1 potentiator	TRHR enhancer	D1 agonist	D2 potentiator	TRHR ag	D2 ag	RXFP1 antagonist	D2 antagonist
Cc1ccc(S(=O)(=O)N2CCN(CC(=O)N/N=C\C(Cl)=C\c3ccccc3)CC2)cc1	-2.0	-4.2	-0.9	2.4	5.4	-0.6	0.8	12.0	3.2
C[C@@H](C(=O)O)[C@@H]1C[C@@]1(C)[C@@H](NC(=O)OCc1ccccc1)c1ccccc1	13.3	0.3	4.8	-0.8	-2.9	0.3	-1.4	x	14.3
S=C(Cc1cccnc1)N1CCOCC1	5.2	-3.1	-1.7	2.0	13.7	-0.2	-0.9	7.1	1.8
COc1ccnc(Oc2ccc(F)cc2)c1C(=O)N/C=N/OCc1ccc(F)cc1	11.8	8.9	0.9	29.2	x	-0.9	x	-7.4	x
Cc1ccn2c(=O)cc(COc3cccc(NC(=O)Nc4cccc(Cl)c4C)c3)nc2c1	15.2	-1.3	2.8	-1.6	4.4	0.6	0.6	-1.1	x
O=C(/C=C/c1ccccc1[N+](=O)[O-])OC1CCCCC1=O (stereo not drawn)	13.0	2.2	-2.6	0.7	2.6	-0.7	-0.2	-1.8	-10.5
S=C(NCCc1ccccc1)Nc1ccccc1	4.1	-6.6	-6.1	3.0	x	-0.1	x	-10.0	x
Cc1ccc(F)cc1NC(=O)N1c2ccccc2NC(=O)CC1C (stereo not drawn)	2.9	0.6	-1.3	1.9	7.0	-0.3	0.8	6.4	-4.7
COc1cc(C(=S)N2CCOCC2)cc(OC)c1OC(=O)c1cc([N+](=O)[O-])cc([N+](=O)[O-])c1	-2.9	-0.9	-1.7	2.2	6.1	0.1	0.7	-2.4	-18.1
COc1cc(O)c(C(C)=O)c(CC(=O)O)c1	-3.6	-3.2	0.2	4.7	2.2	0.0	-2.3	x	-16.4
COCCNC(=O)c1c[nH]c2ccc(OC)cc2c1=O	1.2	-0.9	0.3	2.7	-10.0	0.0	0.1	-1.5	-2.7
CCOc1ccc(C(=O)NCC(=O)N2CCCCCCC2)cc1	18.5	-1.7	4.1	0.1	7.2	0.0	0.2	-0.3	7.7
CCOc1ccc2c(c1)sc(N)[n+]2Cc1cc(C)cc2cccnc12	-11.4	-3.1	-4.6	20.5	4.1	-0.3	-0.1	-34.7	4.1
N#CCC(=O)N/N=C/c1ccc(SCC(=O)Nc2ccccc2)o1	-4.1	-5.7	-0.2	6.0	-3.6	1.1	0.5	1.5	9.5
Cc1cccc(N(C)S(=O)(=O)c2c(C(=O)N3CCCCCC3)c(C)n(C)c2C)c1	12.4	2.9	3.6	-0.9	-3.3	-0.2	-1.0	-8.8	x
CN(C)S(=O)(=O)N1CCC(C(=O)O)(c2ccccc2)CC1	-5.1	0.5	-9.1	-0.5	x	-0.7	0.6	-9.6	-8.3
Cc1cccc(N2CCN(S(=O)(=O)c3ccc4c(c3)NC(=O)C(C)S4)CC2)c1C (stereo not drawn)	16.0	0.6	-0.4	5.5	4.4	0.1	0.1	-25.2	-11.8
Cc1noc(C)c1CSCC(=O)N1CCN(c2ccc([N+](=O)[O-])cc2)CC1	-19.2	9.6	11.4	7.1	16.1	-0.4	-0.1	-2.7	-6.0
Cc1ccc(CN2CCCn3nc(C(=O)NCC(C)c4ccccc4)cc3C2=O)cc1 (stereo not drawn)	16.6	0.8	7.9	6.8	8.8	-0.9	1.4	-0.9	x
CC(=O)c1c(C)[nH]c(C(=O)CSc2nc3ccccc3c(=O)n2CCCO)c1C	14.5	-2.0	-3.6	0.0	-12.9	0.4	0.5	2.0	-11.1
Cn1c(=O)c2c(nc(NCc3ccc4c(c3)OCO4)n2Cc2ccccc2Cl)n(C)c1=O	-80.7*	-0.3	-1.0	1.5	4.3	-1.1	-1.1	2.3	-3.4
COc1cc(-c2nc3cnccn3c2Nc2ccc(C)cc2)ccc1O	-14.9	5.0	-1.0	0.5	-10.9	-1.4	0.4	-3.3	13.4
CCCCN(Cc1cc2ccccc2[nH]c1=O)C(=O)c1cccc(Cl)c1	-14.4	-0.1	-5.2	0.3	-3.7	-0.6	-0.5	-18.2	x
CC(C)(Oc1cccc2ccccc12)C(=O)O	-2.8	-5.0	6.3	1.1	3.7	0.9	-1.0	0.3	-1.9
Cc1cccc(N/N=C/c2ccccc2O)c1	-4.4	-1.9	5.4	3.0	x	-0.4	x	-9.2	x

Reprinted at random: 6 entries already listed.
SMILES	D1 antagonist	D1 potentiator	TRHR enhancer	D1 agonist	D2 potentiator	TRHR ag	D2 ag	RXFP1 antagonist	D2 antagonist
CCCCN(Cc1cc2ccccc2[nH]c1=O)C(=O)c1cccc(Cl)c1	-14.4	-0.1	-5.2	0.3	-3.7	-0.6	-0.5	-18.2	x
CCOc1ccc(C(=O)NCC(=O)N2CCCCCCC2)cc1	18.5	-1.7	4.1	0.1	7.2	0.0	0.2	-0.3	7.7
Cc1cccc(N(C)S(=O)(=O)c2c(C(=O)N3CCCCCC3)c(C)n(C)c2C)c1	12.4	2.9	3.6	-0.9	-3.3	-0.2	-1.0	-8.8	x
Cc1ccc(CN2CCCn3nc(C(=O)NCC(C)c4ccccc4)cc3C2=O)cc1 (stereo not drawn)	16.6	0.8	7.9	6.8	8.8	-0.9	1.4	-0.9	x
S=C(Cc1cccnc1)N1CCOCC1	5.2	-3.1	-1.7	2.0	13.7	-0.2	-0.9	7.1	1.8
N#CCC(=O)N/N=C/c1ccc(SCC(=O)Nc2ccccc2)o1	-4.1	-5.7	-0.2	6.0	-3.6	1.1	0.5	1.5	9.5

(listing goes on)
SMILES	D1 antagonist	D1 potentiator	TRHR enhancer	D1 agonist	D2 potentiator	TRHR ag	D2 ag	RXFP1 antagonist	D2 antagonist
Cc1c(N/C(=N/S(=O)(=O)c2ccc(F)cc2)c2ccccc2)c(=O)n(-c2ccccc2)n1C	-2.5	6.3	-3.7	0.9	13.0	0.1	1.0	-1.6	7.0
c1ccn2c(SCc3cn4ccsc4n3)nnc2c1	1.5	-4.7	0.4	2.9	2.7	0.1	-0.5	-4.2	-11.2
CC1CCCN(C(=O)Cc2cccc3ccccc23)C1 (stereo not drawn)	-12.0	-2.4	-3.7	4.0	11.9	0.0	-0.3	-16.3	8.8
COc1ccccc1NC(=O)COC(=O)COc1cccc2c1OC(C)(C)C2	-8.1	-4.0	9.6	1.0	-4.1	-1.4	-0.1	-0.4	-16.6
CCOC(=O)c1cnn(-c2ccccc2)c1-n1cccc1C(=O)C(=O)N(CC)CC	x	-4.8	-2.9	-0.3	9.2	0.3	3.0	9.2	-9.6
Cc1sc2ncn(CC(=O)N3CCN(c4ccc(F)cc4)CC3)c(=O)c2c1S(=O)(=O)N1CCOCC1	-3.2	-3.2	14.6	-1.0	4.5	-1.4	0.7	0.8	-23.5
COc1cccc(/C(O)=C2/C(=O)C(=O)N(Cc3cccnc3)C2c2ccco2)c1 (stereo not drawn)	14.0	0.0	6.0	2.2	-0.5	0.0	0.3	-2.0	4.3
CCC1(C)COC(C)(CC(=O)NNC(=O)Nc2ccccc2)OC1 (stereo not drawn)	-5.4	-1.6	0.0	0.2	x	0.3	x	9.8	x
O=C(CSc1nccc(=O)[nH]1)Nc1ccc2c(c1)OCCO2	-57.8*	-0.8	4.1	0.5	20.7	1.0	0.7	-1.5	-15.7
COc1ccc(NC(=O)Cn2c(=O)n(-c3ccc(OC)cc3OC)c(=O)c3c(C)c(C)sc32)cc1	-1.7	0.1	-5.5	1.7	-1.0	0.4	-0.7	-10.3	-10.5
COC(=O)c1cccc(NS(=O)(=O)c2cccs2)c1C	-0.5	-3.3	-4.0	1.1	14.1	-0.7	-0.1	2.4	-9.0
c1ccc(C[C@H]2CN=C(Nc3ccccc3)N2CC2CCC2)cc1	-3.2	-1.6	3.6	5.1	0.3	0.7	0.3	x	-4.9
O=C(/C=C/c1ccc(Cl)cc1)N1CCN(c2ccccc2[N+](=O)[O-])CC1	-7.4	-3.9	-4.2	0.8	-7.7	-0.5	0.1	0.8	-18.0
Cc1ncsc1C(=O)N1N=C2/C(=C/c3ccc(N4CCOCC4)cc3)CCCC2C1c1ccc(N2CCOCC2)cc1 (stereo not drawn)	11.7	-3.6	-1.8	10.1	7.1	2.0	1.6	-2.5	-2.7
COc1ccc(OC)c(-n2c(-c3ccc(S(C)(=O)=O)cc3)cc(C=O)c2C)c1	5.4	-0.6	10.9	14.0	11.0	-0.3	-1.5	-7.0	4.7
CCOc1ccccc1OCC(=O)Nc1ccc(Cl)cc1Cl	5.5	-2.2	4.7	2.5	13.9	-0.5	0.3	13.0	17.7
O=C(NCc1ccco1)c1ccc2ccccc2c1	-9.1	0.9	3.2	0.9	9.8	-1.0	-1.3	-18.2	12.2
C=CCNC(=S)NNC(=O)c1cccn(Cc2ccc(Cl)cc2)c1=O	-11.8	0.1	-6.9	0.8	4.6	0.3	-0.7	11.5	-1.1
Cc1ccc(SC[C@H](c2ccccc2)N2CCN(C)CCC2=O)cc1	2.9	-1.5	3.2	4.9	1.4	-0.1	-0.5	x	37.6*
CNC(=O)CSc1nnc(-c2ccco2)n1-c1cccc(C)c1C	-29.6	-9.7	6.0	-2.0	-9.6	0.0	-0.4	-6.1	-10.3
COc1ccc(NC(=O)COC(=O)c2ccc3c(c2)OCCO3)cc1OC	-7.5	x	0.7	3.8	3.7	0.1	-0.3	-4.3	-2.6
CC(C)CSc1nc2c(c(=O)[nH]c(=O)n2C)n1CCc1ccccc1	8.8	-4.5	-6.2	1.3	3.9	0.2	4.7	-9.0	-6.3
CN(C)CCN(Cc1ccco1)S(=O)(=O)c1csc(C(N)=O)c1	5.7	-1.0	2.6	0.0	-4.9	0.8	0.7	-26.3	-7.5
Cc1n[nH]c(C)c1S(=O)(=O)N1CCC(C(=O)N2CCn3c2nc2ccccc23)CC1	-20.6	-8.2	-21.6	0.9	-8.4	0.0	47.8*	-0.8	39.3*

Compound activity as filed in PubChem BioAssay.

Compounds as they come. About 7.1% of those tested had a hit in this group.
